Screening results as filed in PubChem.
Pf Dd2 inh: qHTS Primary assay for Inhibitors of Plasmodium falciparum Dd2 growth in vitro; P. falciparum Dd2 growth, SYBR Green, 72 h; Potency, µM (doses to about 28.9 µM), inactives show top-dose activity, negative = inhibition, most hits filed as inhibitors; 4.3% of 120,000 active; AID 1347417, 2020; active means well fitted inhibition curve with a large enough effect; inconclusive means small, poorly fitted or top-dose-only effect; inactive means no such curve, though single readings can be large or run the other way;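 further: plate controls were DMSO vehicle for no effect and reference drug for full effect; nearly all actives have a fitted effect of over 65% in size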
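Infected erythrocytes (Dd2, 0.3% parasitemia, 2.5% hematocrit final) are added to compound in RPMI-1640/Albumax II medium, grown 72 h at 37C in low oxygen, then lysed with saponin/Triton-X containing SYBR Green and read by fluorescence.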
An asterisk follows results filed as active; i = inactive; u = inconclusive; [ ] = dose if it differs, or a comment. Potency means the concentration at half of the fitted maximal effect. This is a subset; count on the stated rates, not on these rows.

SMILES	Pf Dd2 inh
Cc1ccc([C@@H]2CN(C(=O)c3nc(C)oc3C)C[C@H]2NC(=O)C2CC2)cc1	-9%
O=C(c1ccccn1)N1CCC(N2CCCOC2=O)CC1	23%
Cc1ccc(NC(=O)CCCn2c(=O)c3cccn3c3ccccc32)c(C)c1	i
COCc1nncn1C1CCN(S(=O)(=O)c2ccc(F)c(F)c2)CC1	1%
CN(C)Cc1cn(C[C@H]2C[C@@H]3CCN2C[C@@H]3C(=O)NCc2ccc(F)cc2)nn1	-7%[44.1 µM]
COCCNc1ncc(-c2ccc(N3CCOCC3)cc2)c2c1OCC2	23%[44.1 µM]
CC(C)c1ccc(NS(=O)(=O)c2ccc3[nH]cc(C(=O)NC4CCCC4)c(=O)c3c2)cc1	u
CN1C[C@H](NC(=O)c2nc3ccccc3s2)CCC[C@@H](C(=O)N(C)Cc2cccnc2)CC1=O	0%
Cc1ccc(C(=O)N[C@@H]2CN(c3ncccn3)C[C@H]2CO)nc1	22%
CCOC(=O)Cc1csc(NC(=O)C[C@H]2NC(=O)c3ccccc3NC2=O)n1	1%
OC(c1ccccc1)c1nc(Nc2ccc(C(F)(F)F)cc2)n[nH]1 (stereo unspecified)	u
CN(C)C(=O)c1ccc(S(=O)(=O)NCc2ccc(Cl)cc2)s1	26%
CCC1Oc2ccc(NC(=O)C(C)C)cc2CN(Cc2ccccc2F)C1=O (stereo unspecified)	-11%
CCCc1cnc2c(c1SCC(=O)Nc1ccccc1OCC)c(=O)n(C)c(=O)n2C	2%
CCOc1ccc(NC(=O)c2oc3ccccc3c2NC(=O)Cc2ccc(F)cc2)cc1	10%
COc1ccc(-c2cc3c(=O)n(CCNC(=O)c4sccc4C)ccn3n2)cc1	i
CCOc1ccccc1C(=O)N(Cc1cc(OC)c(OC)c(OC)c1)c1ccccn1	12%
COc1cccc(CNC(=O)Cn2c(-c3ccc(F)cc3)nc(C)c(CCO)c2=O)c1	u
O=C(CN1C(=O)C2(SCC(=O)N2c2ccc(F)c(F)c2)c2ccccc21)Nc1ccccc1F (stereo unspecified)	13µM*
Cc1cc(-c2cccc(CCOc3cnc4c(ccn4CC(=O)O)c3)c2)ccn1	-17%[44.1 µM]
Cc1noc([C@@H]2CN(Cc3ccc(OC(F)(F)F)cc3)C[C@H]2CO)n1	-3%
O=C(CCCc1ccccc1)N1CCC(Cc2nc(-c3ccncc3)n[nH]2)CC1	u
Cc1cn2nc(C(=O)NCc3ccc4c(c3)OCO4)cc2c(N2CCCC2)n1	u
COc1ccc(N2CCN(C(=O)CC3CCCCN(C)C3=O)CC2)cc1 (stereo unspecified)	-20%
COc1ccccc1CNC(=O)CCc1c(C)c2cc3c(C)c(C)oc3cc2oc1=O	-2%
COc1ccccc1CNC(=O)c1ccc(-c2nc(CS(=O)c3ccc(C)cc3)c(C)o2)cc1 (stereo unspecified)	-14%
COc1ccc(C2C=C(c3ccc(Cl)cc3)Nc3nc(NC(=O)CCC(=O)O)nn32)cc1 (stereo unspecified)	-5%
Cc1ccccc1CN1Cc2nc(Nc3ccccc3)ccc2OCC1=O	u
COCC1CCN(C(=O)COc2ccc(NC(=O)C3CC3)cn2)CC1	-1%
COc1ccccc1-c1nc2cnccn2c1NCCC(=O)Nc1ccc(C)cc1C	u
Cc1noc(C)c1Cn1ccn2nc3c(c2c1=O)CCCC3	u
CCc1ccc(NC(=O)C2CCCN(S(=O)(=O)c3c(C)noc3/C=C/N(C)C)C2)cc1 (stereo unspecified)	u
O=C1NC(=NC2CCCC2)C2(CCCN(Cc3cccnc3)C2)N1c1cc(F)cc(F)c1 (stereo unspecified)	u
O=C(NCc1ccncc1)c1csc(N2CCN(c3ccccc3F)CC2)n1	i
Cc1ccc(NC(=O)C2CC(=O)N(c3n[nH]c4cc(Br)ccc34)C2)c(C)c1 (stereo unspecified)	4%
Cc1ccc(Cl)cc1N1CCN(c2ncnc3c2nc2n3CCCC2)CC1	i
CCOC(=O)CN(Cc1ccccc1)C(C(=O)NC1CCCCC1)c1ccc(OC)cc1 (stereo unspecified)	u
COc1cccc(NC(=O)NCc2ccc3c(c2)CCN3C(=O)c2ccccc2)c1	i
CCOc1ccc(Sc2cc(C(=O)NCCc3ccccc3)c3ccccc3n2)cc1	14%
COc1ccc(C2C(C(=O)Nc3ccc(C)cc3C)=C(C)Nc3nc(SC)nn32)cc1OC (stereo unspecified)	15%
CCc1ccc(C(=O)NC2CCN(c3cc(-c4cccs4)[nH]n3)CC2)cc1	i
CCOc1ccccc1NC(=O)Cn1c(-c2ccc(Cl)cc2)nc(C)c(CCO)c1=O	-2%
O=C(NC1CCN(c2cc(-c3ccc(F)cc3)[nH]n2)CC1)c1cccnc1	i
COc1cc(Cl)ccc1-c1cccc(COc2cnc3c(ccn3CC(=O)O)c2)c1	i
C=CCN(C)C[C@H]1CN2CC[C@H]1C[C@@H]2CNC(=O)NC(C)C	26%[44.1 µM]
CCCCNC(=O)CN1CCN(c2ccc(NC(=O)c3ccc(OC)cc3)cc2C(=O)O)CC1	u
O=C(c1cccc(Cl)c1)N1CCC(Cc2nc(-c3cnccn3)no2)CC1	-22%
Cc1nnc2n1CCC(N)CC2 (stereo unspecified)	29%
O=C(CSc1oc(-c2ccc(F)cc2)nc1S(=O)(=O)c1ccccc1)NC1CCCCC1	16%
COc1ccc(/C=C(\C#N)c2nc(-c3cc4c(ccc5ccccc54)oc3=O)cs2)cc1O	u
COc1ccc(CN2C(=O)CO[C@H]3CN(Cc4ccc5c(c4)OCO5)C[C@H]32)cc1	-9%[44.1 µM]
COc1cccc(N2C(=O)NC(=NC3CCCC3)C23CCN([S+](=O)([O-])c2cccc(C(F)(F)F)c2)C3)c1 (stereo unspecified)	u
CCOc1ccccc1NC(=O)c1cc2ccc3cccnc3c2[nH]1	u
CCOc1cc(=O)n2c(c1C(=O)Nc1cccc(Cl)c1C)CCCC2	24%
O=C(NC[C@H]1Cn2cc(-c3ccccc3)nc2CO1)c1ccccc1	u
Cc1ccc(CNC(=O)CSCc2nc(-c3ccc(Cl)cc3)oc2C)cc1	7%
CNc1nccc(N2CCC(CC(=O)NCCCN3CCc4ccccc4C3)CC2)n1	u
Cc1ccc(Nc2ncncc2-c2nc(-c3ccccc3)no2)c(Cl)c1	i
CN1CCN(C(=O)[C@@H]2CCC[C@@H](NC(=O)c3ccc4c(c3)OCO4)CN(C)C(=O)C2)CC1	-4%
COCCN1C(=O)c2cccn2CC1CNC(=O)c1n[nH]c2ccccc12 (stereo unspecified)	-12%
More entries follow:
SMILES	Pf Dd2 inh
COc1ccc(C2Cn3nnc(C(=O)N4CCC(C(=O)NCc5ccccc5F)CC4)c3CO2)cc1 (stereo unspecified)	11%
COc1ccc(NC(=O)Cn2c(=O)cc(C)c3c(C)nn(C)c32)cc1	27%
Cc1ccc(NC(=O)Cn2ccn3nc(-c4ccccc4)c(CO)c3c2=O)c(C)c1	i
Cc1ccc2scc(N3CCN(C)CC3)c(=O)c2c1	-1%
Cc1cc(C)cc(NC(=O)CN(C)S(=O)(=O)c2ccc3[nH]c4c(c3c2)CCCC4)c1	19%
CN(C)C(=O)[C@H]1CN2CCC1C[C@@H]2Cn1cc(CCO)nn1 (stereo partly specified)	50%[activator][44.1 µM]
O=C(Cc1ccc(F)cc1)N1CCC2(CC1)CC(N(Cc1ccccc1)C1CC1)CCO2 (stereo unspecified)	5.6µM*
Cn1c(CNC(=O)C2CCCN(Cc3ccncc3)CCC(=O)NCC2)nc2ccccc21 (stereo unspecified)	6%
CCc1ccccc1NC(=O)c1ccc2nc(CCc3ccccc3)oc2c1	u
O=C(Nc1ccc([C@@H](O)[C@H]2COCC(=O)N2Cc2ncc[nH]2)cc1)C1CC1	2%[44.1 µM]
COc1ccc(N2CCN(C(=O)CCc3c(C)nc4cc(-c5cccc(F)c5)nn4c3C)CC2)cc1	18%
CCc1nnc(NC(=O)c2nc(SC)ncc2Cl)s1	51%[activator]
CN(Cc1cccnc1)c1ccc(-c2nc(COc3ccccc3)no2)cn1	u
Cc1cc(Cl)ccc1NC(=O)CCn1ccn2nc3c(c2c1=O)CCCC3	u
CCC(=O)N1CC(c2nnc(-c3ccc(C)cc3)o2)C2(CCOCC2)C1 (stereo unspecified)	-16%
COCCOC(=O)C1=C(C)N=C2SC=C(CC(=O)NC3CC3)N2C1c1ccc(C)cc1C (stereo unspecified)	i
O=C(NCC(c1cccnc1)N1CCc2ccccc21)c1cccc(C(F)(F)F)c1 (stereo unspecified)	u
CN(C)CCN(C)C(=O)c1ccc2c(c1)NC(C)(COc1ccc3[nH]ccc3c1)CO2 (stereo unspecified)	u
Cc1cccc(NC(=O)N2CCC(Cc3nc(-c4ccccc4)n[nH]3)CC2)c1	1.6µM*
O=C(Cn1cc2c(n1)CCCC2)Nc1cc(C(F)(F)F)ccc1Cl	7.1µM*
CCn1c(C2CCCN(C(=O)c3cc(CC(C)C)nn3C)C2)nn(C)c1=O (stereo unspecified)	-12%
O=C1Cc2c(-c3cccc4ccccc34)n[nH]c2CN1Cc1ccccc1	u
O=C(Nc1ccc(Cl)c(Cl)c1)c1cc(S(=O)(=O)N2CCN(c3cccc(Cl)c3)CC2)ccc1F	u
COc1ccc(C(=O)N2CCN(C(=O)N3CC4CC(C3)[C@H]3CCCC(=O)N3C4)CC2)c(OC)n1 (stereo partly specified)	-12%
Cc1ccc(-c2noc(-c3nnn(-c4ccc(Br)cc4F)c3C)n2)cc1	-12%
CCOc1ccccc1NC(=O)c1nn(C)c2c1CSc1ccccc1-2	-4%
O=C(NC1CC1)[C@@H]1C[C@H](Oc2cccnc2)CN1C(=O)c1ccc2ccccc2n1	29%
COc1ccc([S+](=O)([O-])N2CCC(N3Cc4cccn4C3=O)CC2)cc1	u
Cc1ccc(Nc2c(-c3cccnc3)nc3ccc(C)cn23)cc1	-12%
CCCCOc1ccc(Cn2c(=O)oc3ccc(C)cc32)cc1	0%
COc1cccc(NC(=O)Cn2nc3c(cc2=O)CN(C(C)=O)CC3)c1	-10%
Cc1ccc2c(c1)N(C(=O)N1CCC(C(=O)NCc3ccco3)CC1)CC(C)O2 (stereo unspecified)	-15%
CCOc1ccc(S(=O)(=O)NCCc2sc3nc(-c4ccc(C)cc4)nn3c2C)cc1	u
COc1cccc(CNS(=O)(=O)c2c(C(=O)N3CCC(C)CC3)c(C)n(C)c2C)c1	5%
COc1ccc(NC(=O)Cn2cc(C(=O)c3ccccc3)c(=O)c3cc(OC)ccc32)c(OC)c1	3%
Cc1cccc(N(CC(=O)Nc2ccc(Br)cc2)S(C)(=O)=O)c1C	i

Reprinted at random: 5 entries already listed.
SMILES	Pf Dd2 inh
Cc1ccc(-c2noc(-c3nnn(-c4ccc(Br)cc4F)c3C)n2)cc1	-12%
CCOc1ccccc1NC(=O)c1nn(C)c2c1CSc1ccccc1-2	-4%
O=C(NC1CC1)[C@@H]1C[C@H](Oc2cccnc2)CN1C(=O)c1ccc2ccccc2n1	29%
COc1ccc(NC(=O)Cn2cc(C(=O)c3ccccc3)c(=O)c3cc(OC)ccc32)c(OC)c1	3%
CCCCOc1ccc(Cn2c(=O)oc3ccc(C)cc32)cc1	0%

The results go on:
SMILES	Pf Dd2 inh
Cc1cc(C)cc(C(=O)Nc2cc(C(F)(F)F)ccc2N2CCN(c3ccccc3)CC2)c1	20%
CC(C)CN1CCN(C(=O)C2CCc3ncc(-c4ccc(F)cc4)n3C2)CC1 (stereo unspecified)	i
COc1cccc(CNC(=O)CCc2c(C)c3ccc(O)c(C)c3oc2=O)c1	10%
Cc1ccccc1OCc1nc(C2CN(C(=O)Cc3ccsc3)C2)no1	i
O=C(Cc1ccc(OC(F)(F)F)cc1)N1CCC([C@@H]2CNC[C@H]2CO)CC1	-17%
COc1ccc(C(=O)N2CCOC3(CCN(C(C)=O)CC3)C2)cc1	-13%
CCCSC1=NC2(CCN(C(=O)NC3CCCCC3)CC2)N=C1c1ccccc1	i
OCC1CN(Cc2cnc[nH]2)CCC12CCN(CCCn1cccn1)CC2 (stereo unspecified)	7%
COC(=O)CNC(=O)c1nc(-c2ccc(Cl)cc2Cl)c2ccccn12	21%
Cc1cc(OCCN(C)C)c(C)c2c1CC[C@@H]([C@H](C)C(=O)NCc1cccs1)C2	-23%[44.1 µM]
Cc1cc(C)cc(NC(=O)CSc2nc3ncccc3[nH]2)c1	-6%
COc1ccc(NC(=O)c2ccc3c(c2)N(Cc2cccc(Cl)c2)C(=O)c2ccccc2S3=O)cc1Cl (stereo unspecified)	3.2µM*
COc1ccc(C(=O)NC2CCN(c3ccc(F)cc3)C2=O)cc1 (stereo unspecified)	i
CCC(CC)C(=O)N1CC(c2nnc(-c3ccc(C)cc3)o2)C2(CCOCC2)C1 (stereo unspecified)	u
Cc1cc(C)cc(-n2c(/C=C/c3cccc(F)c3)nc3ccccc3c2=O)c1	i
CC(C)c1ccc(CN2CC(Oc3ccccc3C(=O)NC3CC3)C2)cc1	u
Cc1c(Cl)cccc1NC(=O)CSc1ccc(-c2ccccn2)nn1	u
CCCCN(C)CCCNC(=O)C1CCN(S(=O)(=O)CCC)CC1	-9%

Gathered by group, those above with a thiophene ring, fused or not
SMILES	Pf Dd2 inh
CN(C)C(=O)c1ccc(S(=O)(=O)NCc2ccc(Cl)cc2)s1	26%
COc1ccc(-c2cc3c(=O)n(CCNC(=O)c4sccc4C)ccn3n2)cc1	i
CCc1ccc(C(=O)NC2CCN(c3cc(-c4cccs4)[nH]n3)CC2)cc1	i
Cc1ccccc1OCc1nc(C2CN(C(=O)Cc3ccsc3)C2)no1	i
Cc1cc(OCCN(C)C)c(C)c2c1CC[C@@H]([C@H](C)C(=O)NCc1cccs1)C2	-23%[44.1 µM]
